p53ts 32C kill: p53ts cell cytotoxicity, permissive temperature; H1299-p53A138V at 32C, ATP luminescence viability, 24 h; Potency, µM (highest dose often 46.1 µM), without a hit: top-dose activity change, negative = cytotoxicity, hits mostly cytotoxic; 130,000 tested, 0.93% active; AID 924;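 note: 0% = DMSO and -100% = full killing by reference compound; nearly all actives have a fitted effect of over 55% in size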
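Viability by ATPlite luminescence after 24 h compound treatment (up to 46 uM) at the permissive 32C. Cells are H1299 carrying p53 A138V. Scale runs from DMSO basal to 100 uM tamoxifen as full kill; AC50 from Hill fits.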
IkB sig inh: IkB pathway inhibition in ABC-DLBCL cells; 110,000 tested, 0.04% active; Potency, µM (series often up to 57.1 µM), inactives show top-dose IkBa stabilization activation; ABC-DLBCL IkBa-CBG/CBR dual luciferase ratio, 4 h; response scale: scaled: untreated 0%, proteasome inhibitor 100%; active = well fitted curve in the direction sought with a large enough effect in the signal ratio, not every such curve was filed as active; inconclusive = small, poorly fitted or top-dose-only effect, or a change in a side signal; the % refers to the signal ratio;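 note: the direction sought is a rising ratio; 0% = basal untreated cells and 100% = reference inhibitor full response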
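In this assay, an IκBα–CBG68 fusion accumulates when IKK-driven degradation is blocked; native CBR normalizes for cell number. OCI-Ly3 cells were treated 4 h with compound and doxycycline, then green and red light read after Chroma-Glo addition.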
p53ts 39C tox: cytotoxicity in p53ts cells at nonpermissive temperature | H1299-p53A138V viability at 39C, ATP luminescence, 24 h | Potency, µM (top dose mostly 46.1 µM), for the others: at the top dose activity change, negative = cell killing, most hits filed as cytotoxic | 130,000 tested, 1.5% active; note: nearly all actives have a fitted effect of over 55% in size
Peg3 imprint: inducers of genomic imprint erasure in mouse ES cells; 110,000 tested, 0.02% active; mouse ES Peg3-LacZ reporter, beta-gal luminescence, 40 h; Potency, µM (doses to about 60.7 µM), without a hit: top-dose activity change, positive = activation, hits mostly activators;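 note: 0% = negative control wells on the plate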
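Each well holds 300 Peg3LacZ-Neo (maternal) female ES cells incubated 40 h at 37C, 5% CO2. LacZ is measured by BetaGlo luminescence, with AC50 and maximum efficacy derived from dose-response curves.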
* = called active by the depositor; u = inconclusive; x = not tested or not shown; [ ] = dose if it differs, or a comment. Unless noted, calls come from the whole dose curve; as a rule, active = well fitted curve in the direction sought with a large enough effect; inconclusive = small, poorly fitted or top-dose-only effect, or another doubt; inactive = no such curve, though single readings can be large; an effect the other way counts as inactive or inconclusive. Unless noted, % is set by controls: 0 for no effect and ±100 for the full control effect; potency is the fitted concentration of half-maximal effect.

Under each structure – p53ts 32C kill	IkB sig inh	p53ts 39C tox	Peg3 imprint
1: Cc1ccc(CNC(=O)c2ccc3c(c2)nc2n3CCOC2)cc1
→ 10%	1.6%	6%	-10%[10.9 µM]
2: CC(C)c1ccc(/C=C2\C=C(c3ccc4ccccc4c3)OC2=O)cc1
→ -5%[9.22 µM]	1.9%[11.4 µM]	0%[9.22 µM]	0%[10.9 µM]
3: COc1ccc(-c2nc3n(n2)C(c2ccccc2Cl)C(C(N)=O)=C(C)N3)cc1 (stereo unspecified)
→ 1%	15%	2%	-2%
4: CN1C(=O)C2(C(C#N)=C(N)Oc3n[nH]c(-c4ccc(Cl)cc4)c32)c2ccccc21 (stereo unspecified)
→ 9%	4.8%	1%	0%
5: O=C(CCc1nc(-c2ccccc2)no1)NCC1CCCO1 (stereo unspecified)
→ 7%	-4.1%	11%	-8%
6: C[C@@H]1NC(=O)C/C=C\[C@@H](C)[C@@H]2C=C[C@H](O)[C@@H](COC(=O)[C@H](C)NC(=O)C/C=C\[C@@H](C)[C@@H]3C=C[C@H](O)[C@@H](COC1=O)O3)O2
→ 8%[9.22 µM]	x	1%[9.22 µM]	x
7: CC(C)(C)OC(=O)N1CCC(c2c(C(=O)NCc3ccc(F)cc3)cnn2-c2ccc(F)cc2)CC1
→ 26%	u	-1%	6%[10.9 µM]
8: CC(C)COC(=O)n1c(SCC(=O)N(C)C)nc2ccccc21
→ -3%	u	-8%	-20%
9: CC(C)c1ccc(C2=CC(c3cccc(Cl)c3)n3c(nc4ccccc43)N2)cc1 (stereo unspecified)
→ u	u	u	-11%[10.9 µM]
10: Cc1nn2c(N3CCN(c4ccccn4)CC3)cc(C(C)C)nc2c1-c1ccccc1
→ 5%	-1.2%	13%	-16%
11: Cc1ccc(/C=C(\C#N)C(=O)Nc2cc(C)ccc2C)cc1
→ 1%	3.1%	15%	-13%[10.9 µM]
12: COc1ccc(Nc2nc3c(S(=O)(=O)c4ccccc4)nnn3c3ccsc23)cc1OC
→ 6%	0.0%	20%	-11%[10.9 µM]
13: C/C1=C/CC(C)(C)/C=C/C/C(C)=C/CC1
→ -2%	x	10%	7%
14: COC(=O)NC(CC(C)=O)c1cccs1 (stereo unspecified)
→ 6%[9.22 µM]	x	5%[9.22 µM]	x
15: Cc1cccc(C)c1OCC(=O)N/N=C/c1cccn1C
→ -5%	x	-2%	x
16: Cc1cnc(CNc2ccnc(-c3ccc(C(=O)N(C)C)cc3)n2)cn1
→ -2%	-0.5%[11.4 µM]	8%	-9%
17: CCC[C@@H]1C[C@@]1(CCC)C(NC(=O)c1ccc(-c2ccccc2)cc1)c1cccc(Cl)c1 (stereo partly specified)
→ 3%	x	2%	4%
18: COc1ccc2c(c1)CCc1c(C(=O)NCCc3ccc(OC)c(OC)c3)noc1-2
→ 23%	0.8%	1%	-18%
19: COc1ccccc1CNc1ccnc(-c2cccnc2)n1
→ 3%	1.1%[11.4 µM]	-8%	-11%
20: COc1ccc(Cn2nnnc2C(c2cccs2)N2CCOCC2)cc1 (stereo unspecified)
→ 5%	0.5%	13%	x

Under each structure – p53ts 32C kill	IkB sig inh	p53ts 39C tox	Peg3 imprint
21: Cc1cccc(OCC(=O)Nc2ccc(OCc3cc(=O)n4cc(C)ccc4n3)cc2)c1
→ 12%	0.6%	-5%	2%[10.9 µM]
22: Cc1nc2ccccc2n1CCc1nc2c3ccccc3nc(SCc3ccc(C#N)cc3)n2n1
→ 8%	-2.6%	28%	11%[10.9 µM]
23: COc1ccc(NC(=O)c2ccc3c(SCC(=O)O)c4c(nc3c2)CCCC4)c(OC)c1
→ 7%	u	-6%	-1%[10.9 µM]
24: O=C(NCCc1ccccc1)C1COc2ccccc2C1 (stereo unspecified)
→ 0%	3.3%	-5%	-13%[10.9 µM]
25: Nc1nc(SC/C=C\c2ccccc2)c2[nH]cnc2n1
→ -4%[9.22 µM]	-0.8%[11.4 µM]	-12%[9.22 µM]	0%[10.9 µM]
26: COc1ccc(NC(=O)C(=O)NCCc2csc3nc(-c4ccccc4C)nn23)cc1
→ 17%	u	58%[activator]	-6%[10.9 µM]
27: CCOC(=O)Cn1nnc(-c2ccc(OCC(C)C)cc2)n1
→ -26%	-0.8%	-28%	-26%
28: Cc1c(C(=O)NCCN(C)C)oc2c1-c1nn(Cc3cccc(Cl)c3)cc1CC2
→ -3%	-0.2%	-3%	-7%[10.9 µM]
29: COC(=O)[C@@H]1C[C@H]2CC[C@H](O)C[C@H]2N1Cc1c(F)cccc1Cl
→ 6%	x	-7%	-3%
30: C=CCn1c(SCC(=O)O)nnc1-c1ccc(C(C)(C)C)cc1
→ -25%	-0.2%	-13%	-9%
31: C=CCn1c(NCCO)nc2sc3c(c2c1=O)CCC3
→ -8%	-3.2%	6%	-37%[inhibitor]
32: COc1cc(OC)c(NC(=O)NCCn2nnc3cc(S(=O)(=O)N(C)C)ccc32)cc1Cl
→ 2%	u	-17%	1%[10.9 µM]
33: COc1ccc(C2=Nn3c(nnc3-c3cccnc3)SC2)cc1
→ 10%	4.0%	-11%	-12%
34: C=CCn1c(NC(=O)c2ccc(C)cc2)c(C#N)sc1=N
→ -9%	-1.0%	-14%	-10%
35: CSc1nsc(SC)c1NC(=O)OCc1ccccc1
→ -3%	0.8%	-14%	-14%
36: Cc1ccc2nc(-c3ccccn3)c(Nc3ccccc3C)n2c1
→ u	u	u	-10%[10.9 µM]
37: Nc1nnc(-c2cc3ccccc3oc2=O)s1
→ u	u	u	-50%[inhibitor]
38: COc1ccc(C2C(C(=O)c3cccs3)=C(O)C(=O)N2c2nncs2)cc1 (stereo unspecified)
→ 12%	-1.5%	0%	-11%
39: CCOC(=O)OCC1OC(C#CC(C)(C)C)C=CC1OC(=O)OCC (stereo unspecified)
→ 2%[9.22 µM]	x	-6%[9.22 µM]	x
40: COc1ccc(-c2nc3sc(CCNS(=O)(=O)c4ccc(F)c(C)c4)c(C)n3n2)cc1
→ -7%	u	-17%	18%[10.9 µM]

Copied from above: nos. 21–22
Under each structure – p53ts 32C kill	IkB sig inh	p53ts 39C tox	Peg3 imprint
21: Cc1cccc(OCC(=O)Nc2ccc(OCc3cc(=O)n4cc(C)ccc4n3)cc2)c1
→ 12%	0.6%	-5%	2%[10.9 µM]
22: Cc1nc2ccccc2n1CCc1nc2c3ccccc3nc(SCc3ccc(C#N)cc3)n2n1
→ 8%	-2.6%	28%	11%[10.9 µM]

Next part.
Under each structure – p53ts 32C kill	IkB sig inh	p53ts 39C tox	Peg3 imprint
41: Cc1cccc(Cc2nnc(NC(=O)c3cccc(S(=O)(=O)N4CCOCC4)c3)s2)c1
→ 4%	x	5%	x
42: c1ccc(CSc2nnc(-c3ccncc3)o2)cc1
→ -1%	-1.0%	5%	-13%
43: CSC1=C(C#N)C(c2cccc(Br)c2)CC(=O)N1 (stereo unspecified)
→ -6%	0.9%	-12%	-13%
44: CCOC(=O)C1=C(c2ccccc2)OC(N)=C(C#N)C1C(C)C (stereo unspecified)
→ 0%	-0.2%	0%	-10%
45: O=C(Nc1nncs1)c1ccc(N2C(=O)C3C4C=CC(C4)C3C2=O)cc1 (stereo unspecified)
→ -14%	-0.6%	-7%	-11%
46: CCCS(=O)(=O)c1c(S(=O)(=O)CCC)c2c3ccccc3ccn2c1C(N)=O
→ -2%	-1.8%	1%	-3%
47: COCCCNC(=O)c1ccc(Cn2c(=O)c3ccccc3n(Cc3ccc(C)cc3)c2=O)cc1
→ 1%	1.7%	-13%	-4%[10.9 µM]
48: CC(C)CC(NC(=O)OCC1c2ccccc2-c2ccccc21)C(=O)O (stereo unspecified)
→ -8%	x	-15%	-4%
49: N#C/C(=C(/O)CN1CCOCC1)c1nc2ccccc2s1
→ -7%	2.0%	6%	-20%
50: COc1ccc(NC(=O)C2CCCN2c2ccc(OC)c(OC)c2)cc1OC (stereo unspecified)
→ -2%	-0.5%	4%	x
51: Cc1c(C(=O)CN2CCOCC2)[nH]c2ccccc12
→ 9%	u	-10%	-22%
52: O=C(Nc1cc(Cl)cc(Cl)c1)c1cc(S(=O)(=O)N2CCC3(CC2)OCCO3)ccc1F
→ -28%	u	u	-15%[10.9 µM]
53: O=C(c1ccccc1)c1ccc2nc(N3CCN(c4ccccc4)CC3)c3nncn3c2c1
→ 5%	-0.2%	-7%	-13%[10.9 µM]
54: O=C(CSc1nc(N2CCCCC2)nc(N2CCCCC2)n1)c1ccccc1
→ 16%	11%	33%[activator]	-27%
55: CCS(=O)(=O)N1CCc2cc(C(=O)NCc3ccccc3Cl)ccc21
→ -16%	u	-13%	-18%[10.9 µM]
56: COc1cc(-c2ccno2)ccc1S(=O)(=O)N1CCN(c2ccccc2)CC1
→ 0%	u	u	-10%[10.9 µM]
57: CC(C)OC(=O)CN1C(=O)C(C)(C)Oc2ccc(C(=O)NC3CC3)cc21
→ -14%	0.3%	7%	1%
58: COCC(=O)N(Cc1ccc(OC)cc1)Cc1nc2ccccc2c(=O)[nH]1
→ 5%	-0.2%	-1%	-5%
59: O=C(CSc1nc(O)c(Cc2ccccc2F)c(=O)[nH]1)N1CCCCCC1
→ -8%	-0.6%	-10%	-2%
60: COc1ccc(Oc2ncc3nc(-c4ccc(Cl)cc4)c(=O)n(C4CC4)c3n2)cc1
→ 8%	0.6%[11.4 µM]	-16%	u

Quoted at random: three compounds from above.
Under each structure – p53ts 32C kill	IkB sig inh	p53ts 39C tox	Peg3 imprint
55: CCS(=O)(=O)N1CCc2cc(C(=O)NCc3ccccc3Cl)ccc21
→ -16%	u	-13%	-18%[10.9 µM]
42: c1ccc(CSc2nnc(-c3ccncc3)o2)cc1
→ -1%	-1.0%	5%	-13%
49: N#C/C(=C(/O)CN1CCOCC1)c1nc2ccccc2s1
→ -7%	2.0%	6%	-20%

Additional entries:
Under each structure – p53ts 32C kill	IkB sig inh	p53ts 39C tox	Peg3 imprint
61: COc1ccc(NC(=O)N(Cc2ccc(C)cc2)Cc2ccccn2)c(OC)c1
→ -2%	-2.5%	8%	-14%
62: CCOC(=O)CSc1nnc(Cn2nnc(-c3ccccc3)n2)n1C
→ 3%	3.2%	-2%	-4%
63: Cc1ccccc1OCC(=O)NCC(c1ccc(Cl)cc1)N1CCCCC1 (stereo unspecified)
→ -3%	u	-23%	-14%[10.9 µM]
64: Nc1ccc2nc(-c3ccccn3)[nH]c2c1
→ u	x	-24%	x
65: CCc1cccc(C)c1NC(=O)Cn1ncc2c3ccccc3n(Cc3ccccc3)c2c1=O
→ -4%	2.6%	-10%	-9%[10.9 µM]
66: CC(=O)c1cc(-c2ccccc2)n(CC(=O)Nc2ccc(C)c(C)c2)c1C
→ -7%	u	u	-12%[10.9 µM]
67: C=C(C)C(O)/C=C/c1ccc(C)cc1 (stereo unspecified)
→ 4%[9.22 µM]	x	-12%[9.22 µM]	x
68: COc1cc2cc(CN(CCO)S(=O)(=O)c3ccccc3Cl)c(=O)[nH]c2cc1OC
→ -10%	0.2%	9%	-11%
69: Oc1ccc(CN2CCCCC2)nc1-c1ccccc1
→ -5%	1.4%	-4%	-13%
70: Cc1nc(CC(=O)Nc2ccc(N(C)C)cc2)cs1
→ 0%	0.5%	-6%	-15%[10.9 µM]
71: CC(C)c1ccc(NC(=O)CSC2=Nc3ccccc3C3=NC(CC(=O)NCCc4ccccc4)C(=O)N23)cc1 (stereo unspecified)
→ 2%	u	18%	-11%[10.9 µM]
72: Cc1nnc(SCc2ccc(Cl)cc2)n1CC1CCCO1 (stereo unspecified)
→ -4%	0.4%	-7%	-11%
73: O=C(Nc1nnc(N2CCCCCC2)s1)Nc1ccccc1C(F)(F)F
→ -2%	u	-3%	-4%[10.9 µM]
74: COc1cc2c(cc1NCc1ccccn1)oc1ccccc12
→ -6%	2.6%	-16%	-4%
75: Cc1ccc(C)c(NC(=O)CN2C(=O)CCc3cc(S(=O)(=O)N4CCCCC4)ccc32)c1
→ 9%	0.4%	-29%	-4%[10.9 µM]
76: CN(C)CCCNC(=O)CC(c1ccccc1)c1ccccc1O (stereo unspecified)
→ 2%	-0.2%	9%	-17%
77: Cc1nn(-c2ccccn2)c2c1-c1nc(N)ncc1CC2
→ u	2.1%	u	-12%

Taken from above.
Value of entry 71 in p53ts 39C tox: 18%
Value of entry 73 in p53ts 32C kill: -2%

Structures shown so far that contain a furan ring, fused or not, in the order listed:
Under each structure – p53ts 32C kill	IkB sig inh	p53ts 39C tox	Peg3 imprint
28: Cc1c(C(=O)NCCN(C)C)oc2c1-c1nn(Cc3cccc(Cl)c3)cc1CC2
→ -3%	-0.2%	-3%	-7%[10.9 µM]
74: COc1cc2c(cc1NCc1ccccn1)oc1ccccc12
→ -6%	2.6%	-16%	-4%

Rows were taken by chance; 1.7% or so of the library scored in one or more.
